# Assay outcomes deposited in PubChem BioAssay by several laboratories.
# eLon inh = E. coli protease La inhibition. P0A9M0. hit rate 0.42% among 360,000. AID 602123. purified E. coli Lon protease, fluorescence polarization. inhibition, % at 7.94 µM; in the data active = inhibition above about 13%, passing the limit was not always enough;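 also: 0% = enzyme with probe and DMSO and 100% = no enzyme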
# FAS-TE inh = inhibitors of human fatty acid synthase thioesterase domain. recombinant FAS-TE, OMFH fluorogenic substrate, fluorescence endpoint. AID 602261. hit rate 0.67% among 360,000. inhibition, % at 15 µM;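 active = compounds whose normalised, plate-corrected inhibition of enzyme fluorescence in the single-dose primary screen is 50% or more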;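 also: 0% = DMSO with enzyme and 100% = substrate without enzyme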
# CSN inh = blocks human CSN-mediated cullin deneddylation; Q92905; Purified CSN, SCF-Nedd8-OG deneddylation, fluorescence polarization; inhibition, % at 12.5 µM; hit rate 0.38% among 360,000; AID 651999;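 active = pattern-corrected inhibition above about 35%, with an unprinted fluorescence ratio check between 0.5 and 1.5, limit read from the data, passing the limit was not always enough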;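 also: 0% = enzyme with substrate and 100% = substrate without enzyme; some results filed as inactive read as strong as hits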
#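 Assay system: HEK293T-derived human Csn5 enzyme; quantity: 0.24 nM enzyme; medium: Tris/NaCl/DTT buffer, pH 7.5; also added: substrate SCFSkp2-Nedd8OG, 10 nM; doses: 12.5 µM compound; schedule: 90 min reaction at room temperature; signal: FP; read-out: % inhibition of substrate cleavage by Csn5; benchmarks: substrate-only high control, full reaction low control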
# Neddyl block = cullin neddylation inhibition | hit rate 0.58% among 360,000 | calls only at 25 µM | TR-FRET cullin neddylation, biochemical | AID 651699 | P61081+Q13564; in the data active = inhibition above about 36%
# MsrA act = activators of bovine methionine sulfoxide reductase A. AID 602163. activation, % at 10.6 µM. hit rate 0.3% among 360,000. purified bovine MsrA, absorbance read-out; in the data active = activation above about 7.5%;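 also: 0% = vehicle and 100% = reference activator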
# PABP1 MLLE inh = inhibitors of microRNA-mediated deadenylation, human PABP1 MLLE binding. P11940. hit rate 0.36% among 360,000. GST-MLLE / FITC-PAM2 fluorescence polarization. inhibition, % at 20 µM; in the data active = inhibition above about 35%, passing the limit was not always enough;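 also: plate controls were DMSO wells with GST-MLLE for no effect and wells lacking GST-MLLE protein for full effect; some results filed as inactive read as strong as hits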
# Rin1 Abl inh = human Rin1-Abl interaction inhibition; P00519+Q13671; AID 588664; TR-FRET Rin1/Abl binding, biochemical; inhibition, % at 7.35 µM; hit rate 0.4% among 360,000; in the data active = inhibition above about 5%, passing the limit was not always enough
# Target sequence (P00519 whole entry, looked up): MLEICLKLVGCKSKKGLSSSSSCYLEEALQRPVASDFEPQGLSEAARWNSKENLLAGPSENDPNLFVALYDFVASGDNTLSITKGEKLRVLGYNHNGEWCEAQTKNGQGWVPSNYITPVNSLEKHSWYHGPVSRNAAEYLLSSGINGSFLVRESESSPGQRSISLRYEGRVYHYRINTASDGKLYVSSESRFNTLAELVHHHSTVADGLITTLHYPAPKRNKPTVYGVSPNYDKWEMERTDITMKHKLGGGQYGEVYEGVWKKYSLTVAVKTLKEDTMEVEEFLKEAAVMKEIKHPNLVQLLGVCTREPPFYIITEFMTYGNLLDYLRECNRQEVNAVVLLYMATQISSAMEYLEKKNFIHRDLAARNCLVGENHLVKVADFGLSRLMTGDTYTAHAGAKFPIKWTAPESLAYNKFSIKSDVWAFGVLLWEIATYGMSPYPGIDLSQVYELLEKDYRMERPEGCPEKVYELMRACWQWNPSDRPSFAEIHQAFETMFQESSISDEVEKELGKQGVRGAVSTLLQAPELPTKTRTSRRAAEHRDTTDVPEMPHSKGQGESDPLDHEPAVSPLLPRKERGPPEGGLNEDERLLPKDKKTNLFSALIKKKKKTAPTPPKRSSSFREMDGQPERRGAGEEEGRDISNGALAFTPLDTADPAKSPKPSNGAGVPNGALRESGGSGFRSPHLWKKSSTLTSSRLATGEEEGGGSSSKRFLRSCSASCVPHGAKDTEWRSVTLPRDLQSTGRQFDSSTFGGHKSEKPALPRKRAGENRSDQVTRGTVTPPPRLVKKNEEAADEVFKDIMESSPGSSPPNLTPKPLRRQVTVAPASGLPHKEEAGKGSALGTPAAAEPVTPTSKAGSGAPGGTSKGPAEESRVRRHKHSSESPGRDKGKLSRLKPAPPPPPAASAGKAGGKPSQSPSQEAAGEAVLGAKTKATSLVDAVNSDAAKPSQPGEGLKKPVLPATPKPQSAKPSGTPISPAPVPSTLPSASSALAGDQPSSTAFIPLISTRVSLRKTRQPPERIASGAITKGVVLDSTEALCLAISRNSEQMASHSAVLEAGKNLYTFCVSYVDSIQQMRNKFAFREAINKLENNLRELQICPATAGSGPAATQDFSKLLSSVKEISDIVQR
# Target sequence (Q13671 whole entry, looked up): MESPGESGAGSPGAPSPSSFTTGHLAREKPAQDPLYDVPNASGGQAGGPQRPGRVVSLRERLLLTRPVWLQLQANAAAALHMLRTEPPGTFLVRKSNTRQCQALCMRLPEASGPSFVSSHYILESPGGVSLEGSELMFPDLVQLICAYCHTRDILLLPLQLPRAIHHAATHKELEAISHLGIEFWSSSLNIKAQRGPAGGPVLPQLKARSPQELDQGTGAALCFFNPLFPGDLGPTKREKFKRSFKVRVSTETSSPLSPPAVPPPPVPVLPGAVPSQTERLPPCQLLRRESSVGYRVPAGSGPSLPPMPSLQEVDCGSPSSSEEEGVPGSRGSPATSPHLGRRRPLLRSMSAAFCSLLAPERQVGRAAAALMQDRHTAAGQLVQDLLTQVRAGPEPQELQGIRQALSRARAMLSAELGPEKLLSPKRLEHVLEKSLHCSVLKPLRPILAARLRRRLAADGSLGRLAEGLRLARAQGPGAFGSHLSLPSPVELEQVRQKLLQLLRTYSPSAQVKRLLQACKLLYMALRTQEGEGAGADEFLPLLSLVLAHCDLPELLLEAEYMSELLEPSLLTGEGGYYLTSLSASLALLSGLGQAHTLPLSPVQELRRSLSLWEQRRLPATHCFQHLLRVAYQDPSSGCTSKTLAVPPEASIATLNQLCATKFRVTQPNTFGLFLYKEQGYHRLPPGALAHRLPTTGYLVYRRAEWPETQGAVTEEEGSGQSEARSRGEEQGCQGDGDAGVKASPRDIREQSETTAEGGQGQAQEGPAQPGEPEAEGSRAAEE
# MsrA inhibitor = inhibits bovine methionine sulfoxide reductase A. purified bovine MsrA, absorbance read-out. inhibition, % at 15.5 µM. hit rate 0.75% among 360,000. AID 651718; in the data active = inhibition above about 4.5%;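 also: 0% = vehicle wells with enzyme and 100% = reference inhibitor wells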
# TbMetRS inhib = Trypanosoma brucei MetRS inhibition; hit rate 0.4% among 360,000; purified T. brucei MetRS, ATP depletion, Kinase-Glo luminescence; inhibition, % at 11.9 µM;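 active = inhibition above a per-plate cutoff of the control wells' mean inhibition plus 3 SD, cut at about 5.5% in these data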;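 also: 0% = DMSO wells median and 100% = median of wells with control inhibitor compound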
#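 technique = Kinase-Glo luminescence, ATP depletion format | system = purified MetRS (methionyl-tRNA synthetase) enzyme from Trypanosoma brucei | timing = 15 min preincubation, 2 h reaction, all 25 °C | evaluation = percent inhibition versus plate control medians | dosing = single dose, 11.9 µM final nominal, 0.9% final DMSO | also added = substrates ATP, L-methionine and bulk Escherichia coli tRNA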
# The depositor's hits bear a star; i = inactive; nt = no result given.
item | mol | eLon inh | FAS-TE inh | CSN inh | Neddyl block | MsrA act | PABP1 MLLE inh | Rin1 Abl inh | MsrA inhibitor | TbMetRS inhib
1 | CCOC(=O)C1=C(N)N2C(=O)C(C)SC2=C(C(=O)OCC)C1c1cc(OC)c(OC)c(OC)c1 (configuration not stated) | 2 | 16 | 1 | i | -5 | 31 | -1 | 1.0 | -0.9
2 | COc1ccc(-c2nnc3sc(C(C)N4C(=O)c5ccccc5C4=O)nn23)cc1 (configuration not stated) | -7 | 0 | 2 | i | -4 | -26 | 1 | 0.1 | 0.2
3 | CCOC(=O)C1CCN(C(=O)c2ccc3c(c2)NC(=O)/C(=C\c2ccc(C)cc2)S3)CC1 | -6 | 10 | -4 | i | -5 | -3 | -2 | 0.3 | -0.4
4 | COc1cc2c(cc1OC)C1Cc3ccc(OC)c(OC)c3CN1CC2 (configuration not stated) | -1 | -2 | -1 | i | 0 | 2 | -3 | -0.8 | 0.0
5 | CCc1ccccc1N(CC(=O)NCC1CCCO1)C(=O)CCC(=O)Nc1cc(C)on1 (configuration not stated) | -2 | -2 | -2 | i | -3 | -3 | 3 | -0.7 | -0.5
6 | COc1cccc(C2OC(=O)c3ccccc3N2C(C)=O)c1OC(C)=O (configuration not stated) | -8 | -14 | -2 | i | -11 | 5 | 2 | -1.4 | -0.6
7 | CCN(C1CCS(=O)(=O)C1)S(=O)(=O)c1cccc([N+](=O)[O-])c1 (configuration not stated) | 1 | -3 | -9 | i | -5 | 8 | 3 | 2.9 | -0.8
8 | C/C(=N\NC(=O)c1ccccc1O)c1c(O)cc(C)oc1=O | -2 | 14 | -1 | i | -1 | -2 | -3 | 0.9 | 0.3
9 | CCC1CCCCN1CCCNC(=O)CNC(=O)c1nn(-c2ccc(OC)c(Cl)c2)c(=O)c2ccccc12 (configuration not stated) | 1 | -8 | 2 | i | 0 | -3 | -2 | 1.5 | 0.2
10 | COc1cc(C(=O)Nn2c(CC(C)C)nc3ccccc3c2=O)cc(OC)c1OC | 8 | -2 | -4 | i | -2 | 6 | -3 | -0.8 | -2.5
11 | CC1(C)C2CCC1(C)C(NC(=O)CCN1CCCCC1)C2 (configuration not stated) | -7 | -4 | 1 | i | 0 | -17 | -2 | 0.4 | -0.4
12 | O=C(CCNS(=O)(=O)c1ccc2c(c1)CCC(=O)N2)NCc1cccnc1 | 0 | -5 | 2 | i | -4 | -8 | 0 | 1.6 | -0.3
13 | Nc1ncncc1-c1ccc([N+](=O)[O-])cc1 | -4 | -6 | 2 | i | -3 | 3 | -4 | 0.6 | -0.3
14 | COc1cc(/C=C/c2ccc3cccc(OC)c3n2)c(OC(C)=O)c([N+](=O)[O-])c1 | 4 | 23 | 1 | i | 1 | -2 | -4 | 2.2 | -0.1
15 | CCOC(=O)CCSc1nc(C)c2ccccc2n1 | 0 | -2 | -1 | i | -11 | -10 | -7 | -0.6 | -0.5
16 | CCCNC(=O)C(Cc1ccc(I)cc1)NC(=O)C1CC1 (configuration not stated) | -4 | -7 | 4 | i | -4 | -7 | 2 | 0.2 | -0.4
17 | CCCn1c(=O)c(C(=O)N/N=C/c2ccccc2F)c(O)c2ccccc21 | 3 | -3 | 1 | i | -3 | -3 | -1 | -1.1 | -0.2
18 | O=C(Oc1ccc(OC(=O)C2CCC2)cc1)C1CCC1 | 3 | 0 | 2 | i | -3 | -21 | 2 | 0.9 | 0.1
19 | CC(=O)N1CCCc2cc(S(=O)(=O)N3CCCC3)ccc21 | -2 | -7 | 0 | i | -8 | -15 | -2 | 0.2 | -0.6
20 | Cc1ccc(S(=O)(=O)NCCNC(=O)c2ccccc2)cc1 | -5 | -3 | -1 | i | -2 | -7 | 0 | -0.7 | -1.3
21 | CC(C)(C)n1nc(Cc2cccc3ccccc23)c(C#N)c1N | -1 | 11 | 1 | i | -2 | -7 | -1 | -0.4 | 0.8
22 | O=C(Cc1c(F)cccc1Cl)NNC(=O)c1ccccc1Cl | 0 | -3 | -1 | i | -5 | 7 | -1 | -0.5 | -0.4
23 | COc1ccc(S(=O)(=O)N2CCOCC2)cc1N=Nc1sc(N)nc1-c1ccccc1 | 6 | -8 | -10 | i | -6 | -12 | -4 | 0.1 | -1.4
24 | O=C(CSc1nc2c([nH]c3ccccc32)c(=O)n1-c1cccc(Cl)c1)N1CCOCC1 | -9 | -1 | 80* | i | -5 | 10 | -1 | -0.1 | -0.6
25 | COc1cccc(CNC(=O)[C@@H]2CCCN2C(=O)[C@H]2CCCCN2)c1 | 0 | -14 | -3 | i | -3 | nt | nt | 1.2 | -0.6
26 | CC(C)c1nc(SCC(=O)Nc2ccc(N(C)C)cc2)c2ccccc2n1 | -6 | 2 | 9 | i | -2 | 12 | -2 | 0.2 | -0.6
27 | COc1cccc(NS(=O)(=O)c2ccc(S(=O)(=O)N3CCOCC3)cc2)c1 | -4 | 2 | 1 | i | -10 | -14 | 4 | -1.5 | -0.8

# A draw from above in order of heavy-atom count, smallest number first:
item | mol | eLon inh | FAS-TE inh | CSN inh | Neddyl block | MsrA act | PABP1 MLLE inh | Rin1 Abl inh | MsrA inhibitor | TbMetRS inhib
13 | Nc1ncncc1-c1ccc([N+](=O)[O-])cc1 | -4 | -6 | 2 | i | -3 | 3 | -4 | 0.6 | -0.3
15 | CCOC(=O)CCSc1nc(C)c2ccccc2n1 | 0 | -2 | -1 | i | -11 | -10 | -7 | -0.6 | -0.5
18 | O=C(Oc1ccc(OC(=O)C2CCC2)cc1)C1CCC1 | 3 | 0 | 2 | i | -3 | -21 | 2 | 0.9 | 0.1
19 | CC(=O)N1CCCc2cc(S(=O)(=O)N3CCCC3)ccc21 | -2 | -7 | 0 | i | -8 | -15 | -2 | 0.2 | -0.6
22 | O=C(Cc1c(F)cccc1Cl)NNC(=O)c1ccccc1Cl | 0 | -3 | -1 | i | -5 | 7 | -1 | -0.5 | -0.4
21 | CC(C)(C)n1nc(Cc2cccc3ccccc23)c(C#N)c1N | -1 | 11 | 1 | i | -2 | -7 | -1 | -0.4 | 0.8
25 | COc1cccc(CNC(=O)[C@@H]2CCCN2C(=O)[C@H]2CCCCN2)c1 | 0 | -14 | -3 | i | -3 | nt | nt | 1.2 | -0.6
12 | O=C(CCNS(=O)(=O)c1ccc2c(c1)CCC(=O)N2)NCc1cccnc1 | 0 | -5 | 2 | i | -4 | -8 | 0 | 1.6 | -0.3
14 | COc1cc(/C=C/c2ccc3cccc(OC)c3n2)c(OC(C)=O)c([N+](=O)[O-])c1 | 4 | 23 | 1 | i | 1 | -2 | -4 | 2.2 | -0.1
24 | O=C(CSc1nc2c([nH]c3ccccc32)c(=O)n1-c1cccc(Cl)c1)N1CCOCC1 | -9 | -1 | 80* | i | -5 | 10 | -1 | -0.1 | -0.6
